DNMT1 block: DNMT1 (human) enzyme inhibition. P26358. DNMT1 molecular beacon, Hinp1I cleavage, fluorescence. inhibition (reported as % activation of signal), % at 10 µM. actives 0.83% (n = 360,000). AID 588458; in the data active means inhibition above about 50%
Target sequence (P26358 504-1616 limits assumed): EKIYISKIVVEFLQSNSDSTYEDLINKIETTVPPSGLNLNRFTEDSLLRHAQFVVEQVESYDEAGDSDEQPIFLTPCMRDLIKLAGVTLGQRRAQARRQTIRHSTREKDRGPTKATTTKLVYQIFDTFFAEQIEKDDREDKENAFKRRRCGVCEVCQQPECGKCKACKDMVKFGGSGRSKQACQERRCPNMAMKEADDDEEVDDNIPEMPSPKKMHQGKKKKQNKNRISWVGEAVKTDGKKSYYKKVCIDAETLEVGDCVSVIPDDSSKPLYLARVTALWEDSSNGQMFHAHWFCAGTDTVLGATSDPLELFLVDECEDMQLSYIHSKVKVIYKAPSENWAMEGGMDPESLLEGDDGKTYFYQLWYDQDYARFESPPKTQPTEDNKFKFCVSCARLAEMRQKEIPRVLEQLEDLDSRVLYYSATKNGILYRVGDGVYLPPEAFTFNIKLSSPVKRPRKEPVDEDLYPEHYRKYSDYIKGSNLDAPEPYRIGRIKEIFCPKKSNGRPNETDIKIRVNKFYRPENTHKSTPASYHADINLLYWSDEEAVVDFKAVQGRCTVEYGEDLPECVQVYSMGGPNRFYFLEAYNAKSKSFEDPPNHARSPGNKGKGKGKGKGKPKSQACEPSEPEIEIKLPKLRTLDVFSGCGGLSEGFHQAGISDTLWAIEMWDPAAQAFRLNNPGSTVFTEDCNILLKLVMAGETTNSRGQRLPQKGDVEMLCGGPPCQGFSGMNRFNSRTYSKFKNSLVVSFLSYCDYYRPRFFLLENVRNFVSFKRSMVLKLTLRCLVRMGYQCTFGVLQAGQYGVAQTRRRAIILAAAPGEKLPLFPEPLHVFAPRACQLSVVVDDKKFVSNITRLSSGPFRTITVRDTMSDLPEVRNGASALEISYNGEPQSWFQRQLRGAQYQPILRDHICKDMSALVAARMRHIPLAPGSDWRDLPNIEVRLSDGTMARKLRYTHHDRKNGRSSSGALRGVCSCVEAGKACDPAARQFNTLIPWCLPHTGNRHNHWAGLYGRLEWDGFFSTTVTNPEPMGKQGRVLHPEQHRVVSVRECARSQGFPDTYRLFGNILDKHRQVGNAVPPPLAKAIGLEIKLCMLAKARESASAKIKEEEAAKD
NRP1-CendR mod: NRP-1/CendR interaction modulation; FAM-RPARPAR peptide binding to NRP-1, fluorescence polarization; inhibition, % at 25 µM; actives 0.85% (n = 360,000); AID 602438;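 active means inhibition or corrected inhibition above about 18%, plus a signal ratio from 0.5 to 1.5, limit read from the data, passing the limit was not always enough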; further: strong numbers were not always called active
MT1-MMP act inh: inhibitors of human MT1-MMP activation; HT1080 RFP-PRO-GFP cells, GFP/RFP ratio fluorescence, overnight; percent of plate control window, DMSO zero; GFP/RFP ratio change, % at 20 µM; actives 0.061% (n = 360,000); P50281;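 active means GFP/RFP ratio change of at least 30% with cell ATP level not reduced by more than half and red fluorescence within 50% of control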; further: strong numbers were not always called active
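Read-out: GFP/RFP fluorescence ratio; Test system: RFP-PRO-GFP reporter HT1080 cells; Compound dosing: single-point 20 µM compound, 1% DMSO; Times: overnight compound exposure at 37 °C.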
STEP inh: inhibitors of human striatal-enriched phosphatase STEP; P54829; recombinant STEP, OMFP fluorogenic substrate, fluorescence; inhibition, % at 20 µM; actives 0.25% (n = 360,000); AID 588621;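 active means inhibition at 20 µM, scaled per plate between control wells, above about 37%, limit read from the data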;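 further: 0% = DMSO with enzyme and substrate and 100% = substrate only without enzyme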
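Measure: Control-normalized % inhibition with plate pattern correction | Test system: STEP phosphatase, cell-free reaction | Medium: pH 6.0 Bis-Tris with DTT and Tween 20 | Technique: Fluorescence, 480/540 nm | Times: Reaction 20 min, ambient temperature | Doses: Single compound dose of 20 µM, 1% DMSO final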
Scp1 inh: blocks human Scp-1 phosphatase activity | Q9GZU7 | Recombinant Scp1, phosphopeptide, malachite green phosphate absorbance | inhibition, % at 20 µM | actives 0.88% (n = 340,000);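 active means inhibition above about 50% at 20 µM, limit read from the data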;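 further: plate controls were DMSO wells with enzyme for no effect and wells lacking enzyme for full effect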
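Test system: SCP-1 catalytic domain; Buffer or medium: Acidic Tris acetate buffer with magnesium and detergent; Also added: Phosphorylated 17-residue peptide substrate; Compound: single 20 µM dose, 1% DMSO; Schedule: enzyme reaction 45 min at room temperature, colour 5 min, stabilisation 30 min; Signal: Phosphate-binding colour reagent, absorbance read at 630 nm.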
SKN-1 block: blocks SKN-1 activity in C. elegans; C. elegans VP596 Pgst-4::GFP/RFP ratio, acrylamide-induced, 24 h; inhibition, % at 21.8 µM; actives 0.49% (n = 360,000);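 active means interference check ratio from 0.5 to 1.5 plus GFP to RFP signal ratio inhibition reaching or exceeding a fixed threshold, cut at about 30% in these data, passing the limit was not always enough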; further: some compounds called inactive have numbers as strong as hits
Rpn11 block: Rpn11 (human) deubiquitinase inhibition; O00487; human 26S proteasome, Ub4-pepOG fluorescence polarization; 20S core pre-blocked with epoxomicin; calls only at 20 µM; actives 0.59% (n = 360,000);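 active means inhibition at 20 µM, scaled to each plate's controls, above about 33%, limit read from the data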
LMPTP inh: LMPTP (human) inhibition. P24666. recombinant LMPTP-A, OMFP fluorogenic substrate, fluorescence intensity. actives 0.22% (n = 360,000). inhibition, % at 20 µM;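 active means compounds that cut the enzyme signal by at least half of the control window in the single-dose screen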;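 further: plate controls were DMSO wells with enzyme plus substrate for no effect and substrate without enzyme for full effect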
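Test system: LMPTP-A phosphatase enzyme; input: 0.625 nM LMPTP-A final; reagent: OMFP substrate, 400 µM final; compound dosing: 20 µM single dose, 3% DMSO; incubation: 50 min dark incubation at room temperature; measured by: endpoint fluorescence intensity from OMFP dephosphorylation; measure: % inhibition relative to no-enzyme and uninhibited control wells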
SUMO1-SIM PPI: alters human SUMO1 binding to SIM partners | SUMO1 binding to a labelled peptide, TR-FRET, 1 h | actives 0.33% (n = 360,000) | P63165 | inhibition, % at 20 µM; in the data active means inhibition above about 37%
NadD inh: inhibitors of Staphylococcus aureus NadD. purified NadD enzyme, colorimetric absorbance read-out. inhibition, % at 20 µM. actives 0.78% (n = 360,000). AID 602399; in the data active means inhibition above about 26%; further: some compounds past the cut are filed as inactive
* hit, by the source's call; i = inactive; · = not tested or not shown. Outcome played no part in choosing rows, and some 3.9% of all compounds hit somewhere here.

Every second line gives: DNMT1 block	NRP1-CendR mod	MT1-MMP act inh	STEP inh	Scp1 inh	SKN-1 block	Rpn11 block	LMPTP inh	SUMO1-SIM PPI	NadD inh
> Cc1nc2ccc(NC(=O)c3ccco3)cc2s1
→ 1	5	3	2	-5	-4	i	-2.0	10	-2
> N#Cc1ccsc1NC(=O)COC(=O)c1ccc(Br)o1
→ 29	-41	2	1	43	6	i	6.7	14	5
> O=C(NC(=S)Nn1cnnc1)c1ccccc1Cl
→ -1	-13	-2	-2	-10	0	i	3.1	-4	-1
> CCn1nnnc1SCC(=O)N(C1CCCCC1)C1CCCCC1
→ -1	5	-5	0	-8	10	i	0.5	2	-6
> COC(C[C@@H](O)[C@@H](C)[C@H](O)COCc1ccccc1)OC
→ 5	-4	-1	-3	-1	-18	i	-0.7	-1	2
> COC(CNC(=O)C(=O)Nc1ccc2c(c1)N(S(=O)(=O)c1cccs1)CCC2)OC
→ 1	2	0	-1	-6	20	i	-0.3	-1	-6
> O=C(NCc1cccnc1)c1ccc(COc2ccccc2Cl)cc1
→ -8	11	3	-2	-4	-3	i	1.0	-2	-2
> CC/C(C)=C1/NC(=O)NC1=O
→ 0	7	4	-2	-1	17	i	-2.2	8	-1
> CCS(=O)(=O)N1CCC(C(=O)NCCc2ccc(OC)c(OC)c2)CC1
→ 0	-2	3	0	-1	13	i	-0.8	0	3
> CCCn1nc(C(=O)NNC(=O)c2cccc(S(=O)(=O)NC(C)C)c2)c2ccccc2c1=O
→ 0	16	1	0	-5	5	i	-1.1	-4	1
> OC(CCN1CCOCC1)(c1ccc(Cl)cc1)C1CCCCC1 (stereo not drawn)
→ 1	-16	-1	-1	0	-6	i	0.9	3	-1
> COc1ccc(CNCCC(c2ccc(OC(C)C)cc2)C(C)C)cc1OC (stereo not drawn)
→ 1	-12	-2	7	7	8	i	1.2	1	-2
> O=C1CCCC2=C1C(c1cccs1)n1nc(SCc3ccccc3F)nc1N2 (stereo not drawn)
→ -6	-3	-40	1	-6	-8	i	0.0	-1	-4
> CC(Oc1ccc(C#N)cc1)C(=O)Nc1ccc(-n2cnnn2)cc1 (stereo not drawn)
→ 8	0	-3	0	-10	5	i	-0.3	-1	-3
> C=CCSc1nc2c(c(=O)n(C)c(=O)n2C)n1CC
→ 5	3	-1	-2	-11	4	i	-0.2	-3	-3
> N#Cc1ccc(N2Cc3ccccc3C2=NC(=O)c2cccnc2Cl)cc1
→ 2	1	·	0	1	20	i	-0.7	9	-1
> COc1ccc(/C=C/c2nc(-c3ccccc3O)n[nH]2)cc1OC
→ -18	-3	6	-3	-8	1	i	4.5	-4	3
> Cc1ccc(S(=O)(=O)N(C)c2ccc(C(=O)NCCc3ccccc3)cc2)cc1
→ -7	1	-10	1	-13	7	i	1.8	6	-7
> COc1cccc(CNC(=O)CCC2CCCN(C(=O)c3cccnc3SC)C2)c1 (stereo not drawn)
→ 2	-3	1	1	-11	21	i	-1.2	-5	-1
> CC(C)CCn1nc(C(=O)Nc2nc3c(s2)CCCC3)c2ccccc2c1=O
→ -1	1	0	3	23	-4	i	3.6	-3	9
> C=C(C)COc1ccc(-c2n[nH]c(C)c2-c2ccc(Br)cc2)c(O)c1
→ -16	3	-15	-3	-7	12	i	2.8	-1	-2
> COc1ccc2cc(C3=CC(=O)CCC3)ccc2c1
→ 0	28*	3	0	-5	-3	i	1.3	-33	-3
> O=C(O)CNC(=O)/C(=C\c1cccc([N+](=O)[O-])c1)NC(=O)c1ccco1
→ -2	1	4	0	-9	1	i	-2.1	-22	2
> Cc1cc2cc(CNC(=O)c3ccc(C)c([N+](=O)[O-])c3)ccc2[nH]1
→ -18	0	15	-1	-5	11	i	3.4	-15	23
> COc1ccc(C(=O)NCc2ccc3c(c2)cc(C)n3C)cc1
→ -9	13	31*	1	-9	44*	i	15	-20	2
> NC(=O)NOCc1cccc(Cl)c1
→ -1	15	1	-4	-4	1	i	-0.3	0	-9
> COc1ccc(CC(=O)Oc2ccc(F)c(F)c2)cc1S(=O)(=O)N1CCOCC1
→ 2	-3	0	-2	-8	15	i	0.0	5	-2
> CCOC(=O)c1ccc(NC(=O)CN(c2ccc(C)cc2)S(=O)(=O)c2c(C)nn(C)c2C)cc1
→ 1	1	-5	0	-8	3	i	0.9	3	-1
> O=C(Nc1ccc(S(=O)(=O)Nc2ccc(F)cc2)cc1)c1ccc(CN2CCOCC2)cc1
→ -4	0	-6	0	0	-1	i	1.1	1	0
> O=C(CCNS(=O)(=O)c1ccccc1)OCC(=O)c1ccc(Cl)cc1
→ 2	-1	3	0	-10	-8	i	-1.1	0	-4
> CCNC(=S)N/N=C/c1cccc(/C=N/NC(=S)NCC)c1
→ 2	-10	8	0	-5	-3	i	0.1	-3	3
> Clc1ccc(CON/C=N/c2ncnc3sccc23)cc1
→ 2	0	-7	12	3	12	i	0.7	3	-5
> CCOc1ccc(NC(=S)NC(=O)c2c(Cl)cnn2CC)c([N+](=O)[O-])c1
→ -7	-3	0	2	-9	-1	i	3.0	-14	-13
> COc1ccc2nc(/N=C(\N)NC(=O)Nc3ccccc3)nc(C)c2c1
→ 0	6	-3	2	-7	7	i	0.4	-1	7
> Cc1ccc(Cn2c(SC(C)C(N)=O)nc3ccccc3c2=O)cc1 (stereo not drawn)
→ 0	11	0	-2	-11	5	i	-0.6	5	-1
> COc1ccccc1C1c2[nH]c3ccccc3c2CCN1Cc1ccc(NC(C)=O)s1 (stereo not drawn)
→ -8	2	-8	-3	3	-1	i	1.3	-8	-3
> Oc1ccccc1/C=N/NC1=NCCCCC1
→ -1	6	0	1	-11	-2	i	-3.1	-3	-3
> Cc1ccc(CC(=O)CCc2ccccc2)cc1
→ 0	-4	8	1	-11	4	i	0.8	5	-6
> COCCCNC(=O)CC(NS(=O)(=O)c1ccc(Cl)cc1)c1ccco1 (stereo not drawn)
→ -2	-1	-6	-1	-28	2	i	-1.5	-5	-1
> CN(C)c1ccc(C(CNS(=O)(=O)c2ccc([N+](=O)[O-])cc2)N2CCCC2)cc1 (stereo not drawn)
→ 0	-5	-2	4	-3	-12	i	1.0	-39	-7
> O=C(OCc1csc(-c2ccccc2)n1)C1=NN(c2ccccc2)C(=O)CC1
→ 0	2	-1	1	-10	-2	i	1.6	-6	-6
> COc1ccc(CC(N)c2csc(Nc3nc(C)cnc3C)n2)cc1 (stereo not drawn)
→ -9	-3	-1	3	·	13	i	-0.2	-13	13
> C/C(=N/NC(=O)c1ccccc1)C1=C(O)CC(C)(C)CC1=O
→ 1	6	6	0	-5	-4	i	-0.3	-1	-1
> Cc1ccc(C)c(NS(=O)(=O)c2ccc(OCC(=O)NCc3cccnc3)cc2)c1
→ 3	-14	-2	-2	0	-3	i	-1.1	0	-1
> COc1ccc(CN2CCNC(=O)C2CC(=O)N2CCCN(C(C)=O)CC2)cc1OC (stereo not drawn)
→ 1	4	-1	0	-6	11	i	-2.6	-2	-1

Whole records as entered above. Values in the order: DNMT1 block, NRP1-CendR mod, MT1-MMP act inh, STEP inh, Scp1 inh, SKN-1 block, Rpn11 block, LMPTP inh, SUMO1-SIM PPI, NadD inh
OC(CCN1CCOCC1)(c1ccc(Cl)cc1)C1CCCCC1 (stereo not drawn) as listed: 1, -16, -1, -1, 0, -6, i, 0.9, 3, -1
Cc1ccc(C)c(NS(=O)(=O)c2ccc(OCC(=O)NCc3cccnc3)cc2)c1 as listed: 3, -14, -2, -2, 0, -3, i, -1.1, 0, -1
C=CCSc1nc2c(c(=O)n(C)c(=O)n2C)n1CC as listed: 5, 3, -1, -2, -11, 4, i, -0.2, -3, -3
CCOc1ccc(NC(=S)NC(=O)c2c(Cl)cnn2CC)c([N+](=O)[O-])c1 as listed: -7, -3, 0, 2, -9, -1, i, 3.0, -14, -13
CC(C)CCn1nc(C(=O)Nc2nc3c(s2)CCCC3)c2ccccc2c1=O as listed: -1, 1, 0, 3, 23, -4, i, 3.6, -3, 9

Next compounds:
Every second line gives: DNMT1 block	NRP1-CendR mod	MT1-MMP act inh	STEP inh	Scp1 inh	SKN-1 block	Rpn11 block	LMPTP inh	SUMO1-SIM PPI	NadD inh
> CC(=O)Nc1sc(C)c(C)c1C(=O)OCC(=O)N(Cc1ccccc1)C(C)C
→ -1	1	3	2	-2	7	i	-3.3	-9	-8
> Cc1nn(C)c(C)c1N1C(=O)c2cccc3c(N)ccc(c23)C1=O
→ 93*	121	-318	-150	-11	-80	i	-11	-47	-2
> CCOC(=O)CC(NC(=O)C1c2ccccc2Oc2ccccc21)c1ccc(C)cc1 (stereo not drawn)
→ 3	-1	0	-2	-6	2	i	-2.0	0	-6
> Nc1nonc1-n1nncc1-c1ccccc1
→ 1	10	-6	-2	-14	13	i	-0.4	-2	0
> CCCCN(C)S(=O)(=O)c1ccc(C(=O)Nc2nnc(C3=COCCO3)o2)cc1
→ 1	30*	-2	3	-3	-15	i	-0.1	3	11
> CCSc1nnc(CSc2ncccn2)n1C
→ 0	-2	1	2	-4	5	i	-2.1	3	-4
> Cc1cc(C)c(S(=O)(=O)N2CCCC2=O)c(C)c1N(C)S(C)(=O)=O
→ 31	15	-2	9	-2	-6	i	-0.3	1	1
> CCN1C(=O)C(C)C=C(C)C=C1C (stereo not drawn)
→ 0	4	1	0	·	18	i	-1.2	4	-10
> CCc1cc2c(NCCN3CCCCC3)ncnc2s1
→ 1	3	-1	2	-1	-3	i	-1.1	-2	-5
> CC(C)c1ccc(N(C(=O)c2csnn2)C(C(=O)NC2CCCC2)c2cccnc2)cc1 (stereo not drawn)
→ 0	2	-2	-1	1	18	i	-0.8	-3	4
> Cc1nc2ccc(C(=O)Nc3cccc(OCC(=O)N(C)C)c3)cn2c1N(C)CC1CCCCC1
→ -10	-4	-2	1	·	1	i	1.0	5	-3
> CC(C)C[C@H](NC(=O)c1[nH]cnc1C(=O)Nc1ccccc1F)C(=O)OC(C)(C)C
→ -12	4	-17	-5	·	-6	i	0.9	5	-3
> CC1CCc2cc(F)ccc2N1C(=O)c1cccs1 (stereo not drawn)
→ -1	-12	-2	-5	-15	-13	i	0.0	-1	-6
> CSc1ccccc1C(=O)Nc1c(C)cccc1C
→ 0	-3	16	-3	-1	-4	i	0.7	-1	5
> Oc1ccccc1C1NN=C(c2ccccc2)S1 (stereo not drawn)
→ -2	-8	-1	1	6	-6	i	-0.1	-5	-5
> C=CCN1C(=O)C2C3CC(=O)C(c4ccccc43)C2C1=O (stereo not drawn)
→ -2	11	2	-1	-5	3	i	-2.2	-3	-5
> COc1cccc(-n2c(SCC(N)=O)nnc2-c2ccncc2)c1
→ -1	9	2	0	0	5	i	-2.7	3	1
> COc1cccc(C(=O)NC(c2ccccc2)C2CCCC2)c1 (stereo not drawn)
→ 0	10	1	2	-6	8	i	2.2	-2	-2

Screening data (PubChem)
